Screening results: PubChem BioAssay, several laboratories
NadD inh = inhibitors of S. aureus NadD, primary screen, biochemical, colorimetric, uHTS; Nicotinate-nucleotide adenylyltransferase NadD (Staphylococcus aureus N315); purified NadD enzyme, colorimetric absorbance read-out; inhibition, % at 20 µM; hit rate 0.78% among 360,000; AID 602399, 2012; in the data active means inhibition above about 26%; further: some compounds past the cut are filed as inactive
FAS TE block = FAS thioesterase domain inhibitors, primary screen, biochemical, fluorescence intensity, uHTS | hit rate 0.67% among 360,000 | AID 602261, 2012 | recombinant FAS-TE, OMFH fluorogenic substrate, fluorescence endpoint | inhibition, % at 15 µM;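 active means compounds whose normalised, plate-corrected inhibition of enzyme fluorescence in the single-dose primary screen is 50% or more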;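 further: 0% = DMSO with enzyme and 100% = substrate without enzyme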
CSN inh = inhibitors of CSN-mediated cullin deneddylation, primary screen, biochemical, fluorescence polarization, uHTS. COP9 signalosome complex subunit 5 (Homo sapiens), Q92905. Purified CSN, SCF-Nedd8-OG deneddylation. inhibition, % at 12.5 µM. hit rate 0.38% among 360,000. AID 651999, 2013;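 active means pattern-corrected inhibition above about 35%, with an unprinted fluorescence ratio check between 0.5 and 1.5, limit read from the data, passing the limit was not always enough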;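 further: 0% = enzyme with substrate and 100% = substrate without enzyme; some results filed as inactive read as strong as hits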
Target sequence (Q92905 whole entry, looked up, one chain of several): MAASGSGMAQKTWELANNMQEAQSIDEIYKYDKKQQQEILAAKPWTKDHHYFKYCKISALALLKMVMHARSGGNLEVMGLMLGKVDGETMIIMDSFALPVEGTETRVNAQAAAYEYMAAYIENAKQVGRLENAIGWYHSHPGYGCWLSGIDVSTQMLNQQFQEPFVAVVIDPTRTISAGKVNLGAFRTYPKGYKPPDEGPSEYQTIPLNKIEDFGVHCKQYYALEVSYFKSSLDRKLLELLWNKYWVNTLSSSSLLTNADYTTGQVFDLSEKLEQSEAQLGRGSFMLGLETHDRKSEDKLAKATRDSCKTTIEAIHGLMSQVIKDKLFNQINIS
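Test system: Human Csn5 produced in HEK293T cells | Compound: 12.5 µM single point | Times: 90 min, room temperature | Signal: Fluorescence polarization readout | Read-out basis: % inhibition of substrate cleavage by Csn5 | Controls: no-enzyme wells high, enzyme-with-substrate wells low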
Rin1 Abl inh = inhibitors of Rin1-Abl protein binding, primary screen, biochemical, TR-FRET; hit rate 0.4% among 360,000; AID 588664, 2011; Tyrosine-protein kinase ABL1 (Homo sapiens) + Ras and Rab interactor 1 (Homo sapiens), …; inhibition, % at 7.35 µM; in the data active means inhibition above about 5%, passing the limit was not always enough
Rpn11 block = Rpn11 (PSMD14) deubiquitinase inhibitors, primary screen, biochemical, fluorescence polarization, uHTS; human 26S proteasome, Ub4-pepOG fluorescence polarization; 20S core pre-blocked with epoxomicin; hit rate 0.59% among 360,000; calls only at 20 µM;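 active means inhibition at 20 µM, scaled to each plate's controls, above about 33%, limit read from the data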
Neddylation inh = inhibitors of cullin neddylation, primary screen, biochemical, TR-FRET, uHTS, NAE and Ubc12 | calls only at 25 µM | hit rate 0.58% among 360,000 | AID 651699, 2012 | NEDD8-conjugating enzyme Ubc12 (Homo sapiens) + NEDD8-activating enzyme E1 regulatory …; in the data active means inhibition above about 36%
MLLE-PAM2 inh = inhibitors of PABP1 MLLE–PAM2 peptide binding, primary screen, biochemical, fluorescence polarization, FITC-PAM2, GST-MLLE | hit rate 0.36% among 360,000 | inhibition, % at 20 µM; in the data active means inhibition above about 35%, passing the limit was not always enough;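 further: plate controls were DMSO wells with GST-MLLE for no effect and wells lacking GST-MLLE protein for full effect; some results filed as inactive read as strong as hits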
Target sequence (P11940 whole entry, looked up): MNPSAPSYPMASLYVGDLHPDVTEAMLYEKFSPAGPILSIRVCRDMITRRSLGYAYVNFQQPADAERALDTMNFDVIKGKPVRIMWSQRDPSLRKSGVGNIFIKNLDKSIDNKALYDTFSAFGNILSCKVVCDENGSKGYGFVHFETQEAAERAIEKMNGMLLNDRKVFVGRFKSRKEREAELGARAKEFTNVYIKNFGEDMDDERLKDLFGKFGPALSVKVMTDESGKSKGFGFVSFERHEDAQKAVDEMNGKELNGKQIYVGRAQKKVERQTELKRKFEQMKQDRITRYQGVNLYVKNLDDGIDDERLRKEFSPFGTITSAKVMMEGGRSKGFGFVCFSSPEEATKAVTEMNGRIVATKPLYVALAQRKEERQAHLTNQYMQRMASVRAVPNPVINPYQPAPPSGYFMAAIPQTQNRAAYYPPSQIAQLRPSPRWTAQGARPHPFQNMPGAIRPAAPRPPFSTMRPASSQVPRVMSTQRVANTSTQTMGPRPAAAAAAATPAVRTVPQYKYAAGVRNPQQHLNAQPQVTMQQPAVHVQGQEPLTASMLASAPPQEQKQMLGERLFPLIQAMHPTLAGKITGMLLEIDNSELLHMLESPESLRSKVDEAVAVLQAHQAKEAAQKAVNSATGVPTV
MT1-MMP act inh = blockers of MT1-MMP proenzyme processing, primary screen, HT1080 RFP-PRO-GFP cells, GFP/RFP fluorescence; Matrix metalloproteinase-14 (Homo sapiens), P50281; GFP/RFP ratio fluorescence, overnight; percent of plate control window, DMSO zero; GFP/RFP ratio change, % at 20 µM; hit rate 0.061% among 360,000;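 active means GFP/RFP ratio change of at least 30% with cell ATP level not reduced by more than half and red fluorescence within 50% of control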; further: strong numbers were not always called active
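Assay system: HT1080 cells carrying an RFP-PRO-GFP reporter | Dosing: Single dose of 20 µM compound, 1% DMSO final | Incubation: Cells overnight before dosing, compound overnight, 37 °C, 5% CO2 | Evaluation: GFP/RFP fluorescence ratio | Control set: DMSO and RFP-L50D-GFP cell wells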
SKN-1 block = suppressors of acrylamide-induced Pgst-4::GFP reporter in worms, primary screen, SKN-1 inhibitor project, whole organism, uHTS, GFP/RFP fluorescence ratio, strain VP596. C. elegans VP596 Pgst-4::GFP/RFP ratio, 24 h. AID 624304, 2012. hit rate 0.49% among 360,000. inhibition, % at 21.8 µM;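 active means interference check ratio from 0.5 to 1.5 plus GFP to RFP signal ratio inhibition reaching or exceeding a fixed threshold, cut at about 30% in these data, passing the limit was not always enough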; further: some compounds called inactive have numbers as strong as hits
* = called active by the depositor; i = inactive; nt = no result given; + = active, no number.

SMILES	NadD inh	FAS TE block	CSN inh	Rin1 Abl inh	Rpn11 block	Neddylation inh	MLLE-PAM2 inh	MT1-MMP act inh	SKN-1 block
Cc1ccc(S(=O)(=O)NC2CC2)cc1[N+](=O)[O-]	-1	-5	-6	-1	i	i	4	0	11
CC(C)C[C@H]1CN(CCCC[C@H]2CNC(=O)C(=O)N2Cc2ccccc2)C(=O)C(=O)N1CCc1ccccc1	16	-13	-6	nt	nt	i	nt	1	-3
CNc1ccccc1C(C)(C)c1ccn[nH]1	2	-6	0	-1	i	i	3	-3	17
c1cncc(-c2nc(NCCCN3CCOCC3)c3c4c(sc3n2)CCC4)c1	-11	5	4	-7	i	nt	2	3	5
COC(=O)c1cn(CC(=O)Nc2ccccc2C)c2ccccc12	-6	-8	-5	0	i	i	3	5	13
Cc1oc2c(O)c(O)ccc2c(=O)c1-c1cnn(-c2ccccc2)c1	16	-5	2	3	i	i	21	9	-4
N#Cc1c(NC(=O)CSc2nc(-c3ccco3)cc(C(F)(F)F)n2)sc2c1CCCC2	15	6	1	-2	i	i	23	-3	-16
CCCn1c(Nc2ccc(Cl)cc2)nc2ccccc21	-3	5	-2	-1	i	i	10	1	-11
Cc1ccc(/C=C2\SC(=S)N(/N=C/c3cc([N+](=O)[O-])ccc3O)C2=O)o1	37*	19	56*	-1	+	i	-30	1	-11
COCCNC(=O)c1ccc(N2CC3CC(C2)c2cccc(=O)n2C3)c(NC(=O)c2ccc(Br)o2)c1 (centres undefined)	-3	-4	1	3	i	i	18	-1	-2
CCN1CCN(Cc2c(C(=O)N/N=C(\C)c3ccc(Cl)cc3)nnn2-c2nonc2N)CC1	-8	-2	3	-4	i	i	-1	0	-15
O=C(/C=C/c1ccncc1)c1ccc(NC(=O)c2ccccc2F)cc1	10	-2	18	-1	i	i	-118	1	-5
CC1CN(c2ccccc2)CCN1Cc1nc(Cc2ccccc2)no1 (centres undefined)	-8	1	-2	-2	i	i	-6	-1	-1
C=CCSc1nc(-c2ccccc2)c2cc(Cl)ccc2n1	10	9	5	-2	i	i	5	3	-4
Cc1c(Cl)c(-c2n[nH]c(=S)n2Cc2ccco2)nn1C	1	-19	1	-3	i	i	-3	1	-15
OCC1OC(n2cnc3c(NC4CCCCC4)ncnc32)C(O)C1O (centres undefined)	-6	-10	-4	2	i	i	-4	0	-16
CN(C)CCCN(C(=O)c1ccc(S(=O)(=O)N2CCCCCC2)cc1)c1nc2c(F)cc(F)cc2s1	0	18	6	-1	i	i	-3	1	2
CN1CCN(C/C(=C2/N=C(c3ccccc3)OC2=O)N(C)C)CC1	-3	-3	4	-3	i	i	0	3	-2
COc1cc(CN2CCC(n3nccc3NC(=O)c3ccccc3OC)CC2)ccc1F	-1	2	1	3	i	i	-6	0	-2
CC1CN(CCOCCOc2ccccc2-c2ccccc2)CC(C)O1 (centres undefined)	0	0	-3	-2	i	i	5	1	7

Compound profiles, from the list above. Values in the order: NadD inh	FAS TE block	CSN inh	Rin1 Abl inh	Rpn11 block	Neddylation inh	MLLE-PAM2 inh	MT1-MMP act inh	SKN-1 block
Listed for `CCCn1c(Nc2ccc(Cl)cc2)nc2ccccc21` → -3	5	-2	-1	i	i	10	1	-11
Listed for `CNc1ccccc1C(C)(C)c1ccn[nH]1` → 2	-6	0	-1	i	i	3	-3	17
Listed for `Cc1ccc(/C=C2\SC(=S)N(/N=C/c3cc([N+](=O)[O-])ccc3O)C2=O)o1` → 37*	19	56*	-1	+	i	-30	1	-11

Going on with the list:
SMILES	NadD inh	FAS TE block	CSN inh	Rin1 Abl inh	Rpn11 block	Neddylation inh	MLLE-PAM2 inh	MT1-MMP act inh	SKN-1 block
COc1cc(/C=N/NC(=O)Cc2csc(C)n2)ccc1OCC(C)C	-6	1	2	2	i	i	2	-2	-1
CC(C)CNC(=O)CN(c1ccccc1)S(=O)(=O)c1ccccc1[N+](=O)[O-]	-2	4	2	-2	i	i	1	-4	3
CCOc1ccccc1NC(=O)C(OC(=O)C1CC1)c1ccccc1 (centres undefined)	-7	6	3	-1	i	i	-11	nt	-7
Cc1nc(N2CCN(Cc3ccc4c(c3)OCO4)CC2)c2oc3ccccc3c2n1	-1	7	-7	5	i	i	5	-4	13
Cc1nc(N)nc(Nc2ccc(C#N)cc2)c1Br	-3	-2	-2	-3	i	i	12	2	3
COc1ccc(N2CCN(C(=O)C3CCN(C(=O)c4ccccc4Cl)CC3)CC2)cc1	0	-5	-2	1	i	i	-5	3	-12
COc1ccccc1C(OC(=O)c1cccs1)C(=O)NCc1ccco1 (centres undefined)	13	3	-1	-3	i	i	0	-2	-3
COc1ccc(C(C(=O)NC(C)(C)C)n2c(=O)c(-c3ccccc3)nc3ccccc32)cc1 (centres undefined)	nt	nt	-2	nt	nt	i	nt	-10	12
O=P(CCNCc1ccco1)(c1ccccc1)c1ccccc1	0	-7	4	-4	i	i	-12	1	9
COC(=O)CCC[C@H]1CC2(C[C@H](CCCO[Si](C)(C)C(C)(C)C)N1C(=O)OC(C)(C)C)OCCO2	5	10	1	2	i	i	-6	-9	15
Cc1cccc(NC(=O)CNC(=O)c2ccco2)n1	3	-3	0	2	i	i	15	5	-6
O=C(Nc1ccncc1)c1cc(C2CCCCN2C(=O)CCCc2ccccc2)on1 (centres undefined)	2	-2	5	-3	i	i	6	-3	6
N#C/C(=C\c1ccc[nH]1)C(=O)NC1CC1	-3	-12	3	0	i	i	-17	2	-1
c1ccc2nc3c(cc2c1)CCCCCC3	-1	1	8	-6	i	i	5	-2	18
O=C(CCN1C(=O)/C(=C\c2ccccc2Cl)SC1=S)N1CCN(c2ccccc2)CC1	17	13	2	-3	i	i	11	2	-8
Cc1ccccc1NC(=O)NCc1ccc2c(c1)OCO2	2	-7	-1	0	i	i	-9	1	13
COc1cc(C(=O)N/N=C/c2ccc(OC(=O)c3cccc(C)c3)cc2)ccc1O	15	4	-4	-2	i	i	-4	2	29
O=C(c1cc(-c2cccc(O)c2)on1)N1CCCCC1	-2	0	-1	-1	i	i	-11	-6	-9
COc1ccc(C(=O)NCC(=O)OCc2ccc(F)cc2)cc1	-4	-1	-6	2	i	i	6	-3	-4
Cc1cccc(OCc2nnc(SCC(=O)Nc3ccc(N4CCOCC4)cc3)o2)c1	-13	-5	3	1	i	i	-8	0	-10
CCOc1ccc(N(CC(=O)Nc2cccc(F)c2)S(=O)(=O)c2c(C)noc2C)cc1	-4	19	-3	1	i	i	-2	0	10
COc1ccc(NC(=O)CCCCC(=O)Nc2ccc(OC)cc2)cc1	-7	-4	4	-1	i	i	14	-2	-1
COC(=O)c1cc(CSc2nnc(-c3ccccc3)c(-c3ccccc3)n2)oc1C	7	24	11	-1	i	i	-1	-14	15
Cc1cc(C)c(S(C)(=O)=O)c(Oc2cccc(C(F)(F)F)c2)n1	-1	1	-1	2	i	i	-3	-2	-10
COc1ccc(Cl)cc1C(=O)N(Cc1nc(-c2cccc(C)c2)no1)C(C)C	-6	27	2	-1	i	i	1	3	0
CCOc1ccc(NC(=O)CN(C)C(=O)C2CCCC2)cc1OCC	-1	-6	-6	0	i	i	-7	0	6
CCOC(=O)N1CCN(C(=O)CCN2C(=O)c3ccccc3S2(=O)=O)CC1	0	-3	-5	4	i	i	13	7	-10
COCCNC(=S)N(CCCN(C)C)Cc1cc2cc3c(cc2[nH]c1=O)OCCO3	-1	-3	3	-2	i	i	-80	-2	-2
COc1ccc(C(C(=O)NC2CCCCC2)N(C(=O)CCl)c2ccccc2Cl)cc1 (centres undefined)	1	-1	2	0	i	i	4	-27	-6
C[C@H](O)[C@@H]1CN2CCc3c([nH]c4ccc(-c5ccc6c(c5)OCO6)cc34)[C@@H]2C[C@@H]1N(C)C(=O)NC1CCCCC1	18	10	7	-4	i	i	-12	6	2
O=C(COc1ccccc1Cl)N1CCc2ccccc2C1	-6	6	2	-2	i	i	-2	-3	5
O=C(COC(=O)c1ccccc1Nc1cccc(C(F)(F)F)c1)NCc1ccco1	16	38	17	-1	i	i	-16	3	1
Cc1c(C(=O)OC(C)C(C)C[N+](C)(C)C)oc2ccccc12 (centres undefined)	4	-12	-3	3	i	i	-126	2	-22
COc1ccc2c(c1OC)C(=O)N1N=C(c3ccc(-c4ccccc4)cc3)CC21 (centres undefined)	0	7	-1	1	i	i	-5	6	12
O=C(CSc1nc2ccccc2c(=O)n1CC1CCCO1)NCc1ccccc1 (centres undefined)	-8	2	1	-1	i	i	-12	-2	7
COc1ccc(CCNC(=O)c2ccc(CNc3c(N4CCOCC4)c(=O)c3=O)cc2)cc1OC	-1	-4	-2	0	i	i	-2	-7	8
CCOC(=O)C1CCCN(C(=O)c2cc(COc3ccc(C)nc3)on2)C1 (centres undefined)	-4	-5	-6	2	i	i	-11	3	1
O=C(CCS(=O)(=O)c1cccc2nonc12)N1CC(=O)N(CCc2ccccc2)C(=O)C1	-2	-7	4	-1	i	i	-4	0	-5
CCOC(=O)c1c(C)n(CC(COC(C)=O)OC(C)=O)c2ccc(OC(C)=O)cc12 (centres undefined)	-4	-6	-3	-1	i	i	-1	6	-1
O=C(CSc1nc2ccccc2n1S(=O)(=O)c1cccc([N+](=O)[O-])c1)NCc1cccs1	-7	-2	-7	0	i	i	4	-4	-1
CC(C)Oc1ccc(F)cc1-c1cc(C(=O)Nc2ccccc2)[nH]n1	2	23	-9	-1	i	i	9	-1	2
CCC(C)OC(=O)C(C)Oc1ccc(-c2ccccc2)cc1 (centres undefined)	2	24	1	-2	i	i	-7	2	1
O=C(NCc1ccccn1)c1cc(Cl)ccc1OCc1ccccc1	3	7	3	2	i	i	4	-2	8
CCN(CC)C(=S)Nc1ccc(Cl)c(Cl)c1	3	-2	-7	0	i	i	-118	-11	9
Cn1c(=O)c(=O)n(C)c2cc(S(=O)(=O)N3CCN(Cc4ccccc4)CC3)ccc21	-3	-10	0	0	i	i	1	3	23
CC1(C)Cc2cccc(OCC(=O)NC3CC3)c2O1	-2	-5	1	-3	i	i	34	-5	9
O=C(Cc1ccccc1)NC(=S)Nc1ccc(N2CCCCC2)cc1	2	15	-1	-4	i	i	-3	2	-4
CCCn1c(SCC(=O)Nc2cc(S(=O)(=O)N(C)C)ccc2OC)n[nH]c1=O	-5	-4	-1	-2	i	i	-26	2	-6
O=C(c1ccc(-c2cc3ccccc3oc2=O)cc1)N1CCN(c2ccc(Cl)cc2[N+](=O)[O-])CC1	3	21	-17	-3	i	i	-3	-3	4
COc1ccccc1/C=C1\SC(=S)N(CCC(=O)Nc2cccc(O)c2)C1=O	4	10	5	-3	i	i	4	5	13
CC(C)CNC(=O)C1CC(=O)OC12CCCCC2 (centres undefined)	3	-5	-4	3	i	i	-1	-1	11
Cc1ccc(OCC(=O)N/N=C/c2cccc3cccnc23)cc1	-6	4	-4	3	i	i	-4	2	-14
